USP30 inh – blocks human USP30 ubiquitin-rhodamine cleavage | Q70CQ3 | purified USP30, Ub-rhodamine cleavage fluorescence | inhibition, % at 25 µM | AID 1645860 | 47,000 compounds, 5.3% hits
USP17 block – blocks human USP17 ubiquitin-rhodamine cleavage | purified USP17, Ub-rhodamine cleavage fluorescence, 3 h | inhibition, % at 50 µM | 47,000 compounds, 6.5% hits | AID 1645855
USP7 inh – blocks human USP7 ubiquitin-rhodamine cleavage; inhibition, % at 20 µM; AID 1645854; 47,000 compounds, 0.3% hits; purified USP7, Ub-rhodamine cleavage fluorescence
USP10 block – human USP10 deubiquitinase inhibition. AID 1645856. purified USP10, Ub-rhodamine fluorescence, 60 min. 47,000 compounds, 1.1% hits. inhibition, % at 20 µM
USP8 block – inhibitors of human USP8 deubiquitinase; P40818; purified USP8, Ub-rhodamine cleavage fluorescence, 30 min; inhibition, % at 20 µM; 47,000 compounds, 4.2% hits; AID 1645853
UCHL1 inh – blocks human UCHL1 ubiquitin-rhodamine cleavage | P09936 | purified UCHL1, Ub-rhodamine cleavage fluorescence | inhibition, % at 20 µM | 47,000 compounds, 0.2% hits
OTUD3 block – human OTUD3 deubiquitinase inhibition; Q5T2D3; purified OTUD3, Ub-rhodamine fluorescence, 2 h; inhibition, % at 25 µM; 47,000 compounds, 0.7% hits; AID 1645858
USP28 block – human USP28 deubiquitinase inhibition; Q96RU2; purified USP28, Ub-rhodamine cleavage fluorescence, 30 min; inhibition, % at 25 µM; 47,000 compounds, 3% hits; AID 1645857
Target sequence (Q96RU2 whole entry, looked up): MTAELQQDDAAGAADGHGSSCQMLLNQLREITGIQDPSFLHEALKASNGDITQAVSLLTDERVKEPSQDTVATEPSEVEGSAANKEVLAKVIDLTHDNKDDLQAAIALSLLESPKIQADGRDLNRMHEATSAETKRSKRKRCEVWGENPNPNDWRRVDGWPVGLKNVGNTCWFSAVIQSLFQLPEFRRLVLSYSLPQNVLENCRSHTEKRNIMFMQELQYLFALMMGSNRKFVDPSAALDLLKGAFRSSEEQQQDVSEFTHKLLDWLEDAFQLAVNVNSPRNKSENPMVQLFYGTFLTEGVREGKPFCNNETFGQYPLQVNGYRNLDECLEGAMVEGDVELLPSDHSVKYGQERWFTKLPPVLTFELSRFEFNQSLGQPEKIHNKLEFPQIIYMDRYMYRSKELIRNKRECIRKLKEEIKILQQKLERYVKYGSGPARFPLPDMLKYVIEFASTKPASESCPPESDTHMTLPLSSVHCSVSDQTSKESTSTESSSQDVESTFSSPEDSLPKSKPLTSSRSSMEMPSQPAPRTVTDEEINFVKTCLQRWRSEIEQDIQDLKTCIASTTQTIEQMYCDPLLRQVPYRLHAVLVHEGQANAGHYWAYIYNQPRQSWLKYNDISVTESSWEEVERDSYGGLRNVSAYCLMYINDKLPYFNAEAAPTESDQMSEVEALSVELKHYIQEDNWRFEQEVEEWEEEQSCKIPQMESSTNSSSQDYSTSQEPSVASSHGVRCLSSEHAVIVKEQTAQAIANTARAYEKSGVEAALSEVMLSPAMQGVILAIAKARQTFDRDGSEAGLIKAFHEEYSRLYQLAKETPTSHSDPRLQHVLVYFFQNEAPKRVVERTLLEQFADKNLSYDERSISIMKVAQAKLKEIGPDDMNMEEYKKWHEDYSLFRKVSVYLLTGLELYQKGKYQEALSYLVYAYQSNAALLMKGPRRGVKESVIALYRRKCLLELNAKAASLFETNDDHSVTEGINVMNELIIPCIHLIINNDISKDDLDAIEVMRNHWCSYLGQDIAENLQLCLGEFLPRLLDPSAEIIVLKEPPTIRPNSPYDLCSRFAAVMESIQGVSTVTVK
* hit, by the source's call; i = inactive; x = no result given. No stated cut-off is given here; in the data, active means inhibition above about 30%; inactive means the rest.

SMILES	USP30 inh	USP17 block	USP7 inh	USP10 block	USP8 block	UCHL1 inh	OTUD3 block	USP28 block
CCOC(=O)c1c(-c2ccc(-c3ccccc3)cc2)cn2ccccc12	-8	14	1	1	17	0	5	-7
CC(C)c1ccccc1OCCOCC(O)CN1CCN(c2ccccn2)CC1 (centres undefined)	3	-2	-1	-2	-3	1	0	2
Cc1c(C#N)c2ccccc2n1CC(=O)N1CCc2ccccc2C1	-64	-19	-4	-3	-1	-2	-22	-25
Cc1cc(F)ccc1NC(=O)c1cc(C2CC2)n2nccc2n1	-33	x	-4	-4	-4	2	-8	-14
Cc1cc(C)n2ncc(C(=O)N3CCCCC3)c2n1	0	1	-1	0	1	-2	2	-6
CN1CCN(C(=O)c2ccc3ccc(N(C)c4ccccc4)n3c2)CC1	-191	-64	-10	-4	-16	-5	-48	-74
CCS(=O)(=O)N1CCOC2(CCCN(c3ncccc3F)C2)C1 (centres undefined)	-49	-22	4	1	-39	4	2	-11
O=C(COc1nc2ccccc2nc1N1CCOCC1)Nc1cccc(S(=O)(=O)N2CCCCC2)c1	-26	-10	-6	-6	-14	-11	47*	-7
O=C(CSc1nccn(-c2ccc3c(c2)OCCO3)c1=O)NCc1ccccc1	4	-9	1	0	-34	5	3	8
NC(=O)c1[nH]cnc1NC(=O)Cc1ccc(Cl)c(Cl)c1	4	-7	-5	1	0	0	4	13
Fc1ccccc1N1CCN(c2nc(-c3ccccc3)no2)CC1	17	15	3	6	22	6	16	7
CC1CCCN(C(=O)c2cn(-c3cc(Nc4ccccc4)ncn3)cn2)C1 (centres undefined)	-336	-94	-10	-5	-60	-3	-92	-42
Cc1cc(C)c2ccc(NC(=O)c3ccco3)nc2n1	i	-205	-22	-6	-9	-27	-140	-132
CCc1nc(-c2cccc(NC(=O)c3ccc(C#N)cc3)c2)no1	0	0	-2	8	2	-1	-3	15
Cc1ccccc1C(=O)Nc1ccc(-n2cnnn2)cc1	25	5	3	3	4	2	16	12

7 compounds from above, sorted by their value in USP17 block, highest first:
SMILES	USP30 inh	USP17 block	USP7 inh	USP10 block	USP8 block	UCHL1 inh	OTUD3 block	USP28 block
Cc1cc(C)n2ncc(C(=O)N3CCCCC3)c2n1	0	1	-1	0	1	-2	2	-6
CC(C)c1ccccc1OCCOCC(O)CN1CCN(c2ccccn2)CC1 (centres undefined)	3	-2	-1	-2	-3	1	0	2
NC(=O)c1[nH]cnc1NC(=O)Cc1ccc(Cl)c(Cl)c1	4	-7	-5	1	0	0	4	13
O=C(CSc1nccn(-c2ccc3c(c2)OCCO3)c1=O)NCc1ccccc1	4	-9	1	0	-34	5	3	8
CCS(=O)(=O)N1CCOC2(CCCN(c3ncccc3F)C2)C1 (centres undefined)	-49	-22	4	1	-39	4	2	-11
CC1CCCN(C(=O)c2cn(-c3cc(Nc4ccccc4)ncn3)cn2)C1 (centres undefined)	-336	-94	-10	-5	-60	-3	-92	-42
Cc1cc(C)c2ccc(NC(=O)c3ccco3)nc2n1	i	-205	-22	-6	-9	-27	-140	-132

The main list resumes with the three entries that preceded the break.
SMILES	USP30 inh	USP17 block	USP7 inh	USP10 block	USP8 block	UCHL1 inh	OTUD3 block	USP28 block
Cc1cc(C)c2ccc(NC(=O)c3ccco3)nc2n1	i	-205	-22	-6	-9	-27	-140	-132
CCc1nc(-c2cccc(NC(=O)c3ccc(C#N)cc3)c2)no1	0	0	-2	8	2	-1	-3	15
Cc1ccccc1C(=O)Nc1ccc(-n2cnnn2)cc1	25	5	3	3	4	2	16	12
CCOC(=O)C1CCN(c2c(S(=O)(=O)c3ccc(C)c(C)c3)cnc3ccc(F)cc23)CC1	-51	-1	3	-4	-10	4	-1	-4
CCOc1ncccc1C(=O)NNC(=O)c1cn(-c2ccccc2)nc1-c1ccccc1	0	3	3	5	21	4	-2	3
Cc1cc(C)c(NC(=O)CCc2c[nH]c3ccccc23)c(Cl)c1	-2	7	-12	-2	7	2	3	4
CCCCC(=O)Nc1ccc2c(c1)nc(CCN1CCN(c3ccc(C)cc3)CC1)n2C	7	3	2	0	4	0	0	1
CC(=O)Nc1ccc(C)n(CC(=O)N2CCN(c3ccccn3)CC2)c1=O	-11	0	-3	0	-1	-5	-5	-13
Cc1nc2sc3c(c2c2nnc(SCc4ccccc4)n12)CC(C)(C)OC3	-14	6	-2	0	-14	1	-3	0
O=C(COc1ccccc1)NCCc1nc2ccccc2[nH]1	30	18	5	1	2	5	13	19
O=C(NC[C@H]1OC[C@@H]2CCN(CC3CCOC3)C[C@@H]21)c1ccnnc1 (some centres undefined)	-18	-13	0	-2	-65	-1	-11	-22
Cc1ccc(Cl)cc1NC(=O)CSc1nc2cn(C)nc2c(=O)n1CC1CC1	54*	68*	-30	2	61*	2	38*	28
CCN1CCN(C(c2ccc(Br)cc2)c2nnc(-c3ccccc3)o2)CC1 (centres undefined)	-7	-10	-27	-4	-9	0	-3	-16
CCn1c(CCNC(=O)c2ccc(Cl)cc2)nc2cccnc21	-392	-101	-29	-7	-30	-21	-68	-65
O=C(NCc1ccccc1)c1nc[nH]c1C(=O)NCc1cccc(C(F)(F)F)c1	10	0	-44	6	-114	11	15	22
Cc1ccn2cc(CCNS(=O)(=O)c3ccc4ccccc4c3)nc2c1	-2	3	0	-2	5	-1	3	9
COc1cccc2cc(C(=O)NC3CNC(=O)C3)oc12 (centres undefined)	-6	-5	3	0	2	-1	-2	-6
Cc1ccc(C)c(S(=O)(=O)N2CCN(C(=O)c3ccncc3)CC2)c1	2	-1	3	-3	3	-3	-5	-8
CC1CCN(c2nc3[nH]c(=O)n(C(C)C)c(=O)c3s2)CC1	-37	-17	5	-1	-8	0	-12	-22
O=C(CC1CCCC1)N1CCCCC1c1nncn1CC1CC1 (centres undefined)	17	8	-6	0	16	2	10	4
CCOC(=O)C1CCN(C(=O)c2[nH]nc3c2COc2ccccc2-3)CC1	x	18	1	3	0	1	5	x
CC(=O)CCC(c1cc(C)ccc1O)C(C)C (centres undefined)	12	2	3	3	5	3	5	4
CCc1nnc(NC(=O)c2c(C)nn(Cc3ccccc3Cl)c2C)s1	-8	7	15	-2	14	3	9	12
COc1cc(OCc2ccccc2)ccc1CN1CCN(c2ccccn2)CC1	-1	0	0	1	19	4	1	0
CCCCC1(c2ccc(F)cc2)NC(=O)N(CC(=O)c2cc(C)[nH]c2C)C1=O (centres undefined)	-297	-59	-22	-6	-28	-21	-69	-87
COc1ccc(C(=O)NC(c2ccccc2)c2cccnc2)cc1 (centres undefined)	-7	-15	4	-1	-91	0	-3	2
Cc1ccc(C(=O)N2CC[C@@H]3[C@H](C2)CN3C(=O)c2ccccc2)cc1	30*	6	5	0	10	2	8	17
COc1ccc(CNC(=O)N2CCN(c3ccc(F)cc3)CC2)cc1Cl	10	-2	8	13	0	5	-12	29
Cc1nnc(-c2cccnc2N2CCN(C(=O)NCC(C)C)CC2)o1	3	0	4	0	-8	0	6	4
Cc1cc(N2CCN(C)CC2)nc(N2CCN(C(=O)c3cccc(Cl)c3)CC2)n1	11	3	0	-2	7	1	15	14
COc1ccc(OC)c(NC(=O)c2cc(S(=O)(=O)N3CCc4ccccc43)ccc2OC)c1	28	7	7	5	9	-1	6	0
Cc1ccc(C(C)C)cc1OCC(=O)Nc1nc2ccccc2[nH]1	17	8	7	8	23	-2	4	4
CCN1C(=O)COc2cc(-c3noc(C(=O)NCc4ccccn4)n3)ccc21	24	8	-10	0	-50	0	2	1
O=C1OC[C@@H]2CCN(Cc3ccncc3)C[C@H]2N1Cc1ccccc1	12	4	0	1	2	0	5	0
O=C1COC2(CCN(C(=O)C3(c4ccccc4F)CCCC3)C2)CN1c1ccccc1 (centres undefined)	14	12	1	1	15	2	13	8
Cc1ncc(-c2ccc3c(c2)OCO3)c(-c2nccs2)n1	i	-155	x	-7	-23	-40	-145	-94
COc1ccc(-n2c3c(c(=O)[nH]c2=O)CN(Cc2ccco2)CN3)cc1	-8	-3	2	1	-2	-1	-1	-7
COc1ccc(F)cc1S(=O)(=O)N1CCCC(c2nc(C)c3c(n2)N(C)C(=O)CC3)C1 (centres undefined)	0	-3	-3	0	-1	0	-1	-2
COc1cc2c(c(OC)c1OC)-c1ccc(N3CCN(Cc4ccc5c(c4)OCO5)CC3)c(=O)cc1[C@@H](NC(C)=O)CC2	-19	0	2	-9	45*	2	0	0
Cc1cc2c(cc1C)NC(/C=C/c1ccccc1)C1=C(CC(C)(C)CC1=O)N2 (centres undefined)	-39	-8	-13	-4	-15	2	-18	-9
Fc1ccc(CN2CCCC(c3[nH]nc4nccnc34)C2)cc1 (centres undefined)	14	0	-6	1	2	0	3	5
CC1CCc2c(sc3nc(CN4CCOCC4)nc(NCC(=O)Nc4ccc(F)c(F)c4)c23)C1 (centres undefined)	-22	8	-3	-10	0	3	-4	-2
CC1CCN(S(=O)(=O)c2cn(CC(=O)Nc3cccc(-c4ccno4)c3)cn2)CC1	-25	50*	x	17	-5	-4	-6	-11
COc1ccccc1CCNC(=O)c1cccc(N2C(=O)CCS2(=O)=O)c1	13	4	1	-1	23	4	14	20
Cc1ccc(N2CC(C)Cn3c2nc2c3c(=O)n(Cc3ccc(F)cc3)c(=O)n2C)cc1 (centres undefined)	-22	-9	-6	0	-37	1	-1	1
COc1ccc(C(=O)N2CC(=O)N(Cc3ccc(Cl)cc3)CC(O)C2)cc1 (centres undefined)	0	6	-73	-1	12	1	7	7
Cc1nc2c3ccccc3nc(NCc3ccc4c(c3)OCO4)n2n1	14	54*	4	1	9	7	5	0
O=C(NC1CCN(c2nc(-c3cccnc3)nc3ccccc23)CC1)c1cccnc1	3	9	3	1	6	3	2	52*
CCCCc1cc(C(=O)N2CCC[C@]3(C)NC(=O)CCC[C@H]23)n[nH]1	16	7	2	0	13	2	10	13
CC(C)Nc1ncnc2c1c(C(=O)N1CCN(C)CC1)c1ccccn12	i	-157	-23	0	-99	-26	-192	-182
NS(=O)(=O)c1cccc(NC(=O)c2cncn2-c2ccccc2)c1	-25	-15	-5	-7	-4	-3	-2	-14
Cc1nc(-c2cncc(-c3ccc(F)cc3)c2)cc(N2CCC(O)CC2)n1	-12	-11	-1	-1	1	2	-11	-9
Cn1c(SCC(=O)Nc2ccc(N3CCOCC3)cc2)nnc1-c1cccc(F)c1	19	4	4	0	3	0	13	12
COc1cccc(CNC(=O)CCC(=O)N2CCSc3ccccc32)c1OC	20	5	-1	-1	7	-2	6	3
Cc1nc(-c2cccnc2)nc2c1CC(=O)N2C1CCCC1	4	12	-4	-1	37*	3	6	6
Cc1ccc(Nc2nccc(C3CCCN(C(=O)c4cccnc4)C3)n2)nc1 (centres undefined)	8	6	7	0	12	0	13	4
CN1CCN(c2nc3c(s2)CN(C(=O)c2ccnn2C)CC3)CC1	-105	-46	-1	-13	-108	-7	-26	-34
CC(C)C(NS(=O)(=O)c1ccc2c(c1)CCCC(=O)N2)C(=O)NC1CCCCCC1 (centres undefined)	10	6	-1	0	8	2	2	1
CCOC(=O)c1cc2c(ccn2C)n1CC(=O)N1CC(C)CC(C)C1 (centres undefined)	i	-127	-29	-8	17	-19	-123	-139
CCN(CC)c1nc(NC)nc(-n2cnc(SC)n2)n1	x	14	0	2	5	2	12	x
COc1cc(O)c2c(O)c3c(cc2c1)C[C@@]1(O)CC(=O)C(C(N)=O)=C(O)[C@@]1(O)C3=O	-120	30*	65*	11	-9	70*	46*	41*
CCOc1cccc(C2CC(=O)Nc3c2c(C)nn3-c2nncc(-c3ccc(F)cc3)n2)c1 (centres undefined)	17	x	1	4	-45	-3	1	0
O=C(NC1CC1)C1CCN(c2nc3ccc(-c4cccnc4)nc3s2)CC1	0	-2	0	-2	-13	-5	2	0

Other structures:
SMILES	USP30 inh	USP17 block	USP7 inh	USP10 block	USP8 block	UCHL1 inh	OTUD3 block	USP28 block
CN1[C@@H](CCC(=O)N2CCCC2)CNC(=O)[C@@H]2[C@H]1CCN2Cc1csnn1	-17	-40	3	1	1	2	10	11
COc1ccc(Nc2cc(C(=O)NCCCN3CCOCC3)c3ccccc3n2)cc1	5	0	4	-1	6	3	5	0
O=C(NCCCO)c1cc(-c2csc(-c3cnccn3)n2)n2ccccc12	-31	-32	-14	-7	-70	3	-16	-18
COc1ccc(NC(=O)CN2CC(C)Sc3ccccc32)cc1 (centres undefined)	-16	28	2	-4	44*	1	-2	3
CNC(=O)C1Cn2ccnc2C2(CCN(C(=O)c3ccccc3)CC2)O1 (centres undefined)	11	-1	3	-2	-39	0	6	10
Cc1cc(-c2cc3nc(C)c(C)c(NCC4CCCO4)n3n2)c(C)o1 (centres undefined)	10	18	-11	-4	15	8	16	10
Cc1ccc(OCC(=O)N(C)C2(C)CCS(=O)(=O)C2)c(C)c1 (centres undefined)	9	2	7	-1	5	4	5	5

Source: PubChem
